VIM-2 inhibitor: inhibitors of Pseudomonas aeruginosa VIM-2 metallo-beta-lactamase; purified VIM-2, nitrocefin hydrolysis, epi-absorbance fluorescence; inhibition, % at 5.6 µM; 290,000 compounds, 0.89% hits; AID 1527;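 active means inhibition above the mean of all tested compounds plus 3 SD, cutoff set per screening run, cut at about 7.5% in these data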;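 further: red hydrolysis product quenches plate fluorescence so inhibitors raise well fluorescence; 0% = enzyme with DMSO and 100% = DMSO without enzyme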
NALP1 inh: inhibitors of NALP1 inflammasome in yeast. S. cerevisiae NALP1/ASC/caspase-1 growth, X-gal OD620, 72 h. inhibition, % at 10 µM. 280,000 compounds, 0.61% hits; in the data active means inhibition mostly above about 24%, no sharp cut-off; inactive means mostly below about 32%; further: some compounds called inactive have numbers as strong as hits
FID counter: counter-screen for HCV NS3 helicase inhibitors: DNA intercalator displacement | DNA fluorescent intercalator displacement, fluorescence | inhibition, % at 7.9 µM | 290,000 compounds, 0.17% hits | AID 1845; in the data active means inhibition above about 37%;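 further: 0% = vehicle and 100% = reference compound; higher means more ethidium bromide displaced from hairpin DNA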
MEKK2 mut-MEK5: signal of MEK5 binding to mutant human MEKK2 PB1 domain | bead flow cytometry, Alexa488-MEK5 binding to MEKK2 mutant | percent response, % at 10 µM | 290,000 compounds, 0.35% hits; in the data active means percent response above about 24%, passing the limit was not always enough; further: inactives centre near 1; some results filed as inactive read as strong as hits
HCV NS3 hel inh: HCV NS3 helicase inhibition; NS3 helicase DNA unwinding, Cy5 molecular beacon fluorescence; inhibition, % at 10.9 µM; 290,000 compounds, 0.56% hits;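 active means inhibition above the mean of all tested compounds plus 3 SD, set per campaign, cut at about 35% in these data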;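 further: 0% = DMSO wells and 100% = thioflavine S control wells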
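System: NS3 helicase fragment of HCV / Schedule: 1 h at 25 °C / Control set: DMSO alone as 0% and 110 µM thioflavine S as 100% / Reagent: Cy5/quencher beacon DNA duplex and ATP to start / Technique: Cy5 fluorescence / Replication: singlicate / Evaluation: % inhibition of end-to-start signal ratio versus controls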
MEKK2wt PB1 HTS: raises or lowers MEK5 binding to wildtype human MEKK2 PB1 domain; Q9Y2U5; bead flow cytometry, Alexa488-MEK5 binding to MEKK2 WT; actives lie on both sides; binding response (% of control), % at 10 µM; 290,000 compounds, 1.1% hits; in the data active means binding response below about 67% or above about 130%
IMP-1 inhibitor: blocks Pseudomonas aeruginosa IMP-1 metallo-beta-lactamase. 290,000 compounds, 0.45% hits. inhibition, % at 5.6 µM. purified IMP-1, nitrocefin hydrolysis, epi-absorbance fluorescence. AID 1556;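 active means inhibition above the mean plus 3 SD of all compounds in the same screening run, cut at about 4.5% in these data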;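 further: 0% = IMP-1 with DMSO and 100% = DMSO wells lacking enzyme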
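system = purified recombinant IMP-1 beta-lactamase | amount = 0.2 nM IMP-1, as dispensed | medium = HEPES buffer pH 7.1 with ZnSO4 and Brij 35 | times = 25 °C, 15 min preincubation, 25 min reaction | detection = plate fluorescence quenching by hydrolysis product, ex 480/em 530 nm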
UBC9 SUMO inh: SUMOylation inhibition | 290,000 compounds, 0.36% hits | HTRF SUMOylation assay, SAE1/SAE2 + UBC9, in vitro | inhibition, % at 35 µM; in the data active means inhibition above about 50%, passing the limit was not always enough; further: strong numbers were not always called active
Target sequence (P63279 whole entry, looked up): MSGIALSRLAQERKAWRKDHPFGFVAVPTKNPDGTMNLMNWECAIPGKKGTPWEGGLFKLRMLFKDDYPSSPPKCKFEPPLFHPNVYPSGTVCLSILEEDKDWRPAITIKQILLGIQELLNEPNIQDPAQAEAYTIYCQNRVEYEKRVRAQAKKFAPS
M18AAP inhibitor: blocks P. falciparum M18 aspartyl aminopeptidase; inhibition, % at 7.35 µM; AID 1822; 290,000 compounds, 1.2% hits; recombinant PfM18AAP, H-Glu-NHMec fluorogenic cleavage;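 active means inhibition above the campaign mean inhibition over all tested compounds plus 3 SD, cut at about 28% in these data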;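 further: 0% = plate median of test compound wells and 100% = 2 mM ZnCl2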
* = called active by the depositor; · = not tested or not shown.

SMILES	VIM-2 inhibitor	NALP1 inh	FID counter	MEKK2 mut-MEK5	HCV NS3 hel inh	MEKK2wt PB1 HTS	IMP-1 inhibitor	UBC9 SUMO inh	M18AAP inhibitor
COc1cc2oc3cc(C)oc(=O)c3c2cc1OC	1.2	14	-6	11	0	105	-2.5	48	1
O=c1c(/C=N/N2CCOCC2)c(C(F)(F)F)[nH]n1-c1ccccc1	-2.4	10	2	-2	18	96	-1.8	9	-2
O=C(NC1CCS(=O)(=O)C1)c1sc2ccccc2c1Cl (stereo not drawn)	-3.1	-1	-4	-5	4	101	-0.8	0	10
CN(C)C(=S)NC(=O)c1cccc(Cl)c1	-2.9	13	-1	-1	-2	97	-2.6	19	7
COc1ccc(N2CCN(C(=O)CCN3C(=O)c4ccccc4S3(=O)=O)CC2)cc1	-1.1	0	-24	12	-4	110	2.6	-6	-4
COc1ccc(C(CC(=O)N2CCN(C)CC2)NC(=O)C(F)(F)F)cc1 (stereo not drawn)	-2.9	9	-4	7	3	104	-4.2	15	-8
COc1ccc(C(=O)N/C(=C/c2cccs2)C(=O)NN)cc1OC	-2.2	11	-17	-8	8	89	-2.5	19	-14
CCOC(=O)C1CCCN(S(=O)(=O)c2cc(Br)cc3c2N(C(=O)C2CC2)CC3)C1 (stereo not drawn)	0.8	22	-39	3	-3	117	-3.3	5	4
CCOc1ccc(NC(=O)CCC(=O)N2CCSc3ccccc32)cc1	1.2	17	-36	-2	2	92	0.6	0	7
CC(C)C1Nc2ccc(C(=O)NCc3ccco3)cc2NC1=O (stereo not drawn)	-2.3	0	-8	0	8	98	-2.2	10	30*
Cc1cc(C)c2c(c1)N[C@H](c1cccs1)[C@@H]1CCO[C@H]21	-2.2	-14	-12	-13	1	96	-3.5	-4	-1
O=C(Nc1ccccc1)c1ccc(=O)[nH]n1	0.3	17	-1	3	-10	103	-0.1	8	0
CSCCC(NC(=O)c1ccco1)C(=O)N1CC=C(c2ccccc2)CC1 (stereo not drawn)	-0.9	11	-33	3	-14	107	-1.2	13	1
Cc1ccc(NC(=O)C(CC(=O)O)C2CCCO2)c(C)c1 (stereo not drawn)	-3.3	-19	2	2	-14	106	-3.1	-5	-3
COc1cccc2c1c(NC(=O)Nc1ccc(F)cc1F)nn2C	-2.6	9	-4	27	-2	105	-1.4	15	-3
CCOC(=O)C1CCCN(c2c(NCCN(C)Cc3ccccc3)c(=O)c2=O)C1 (stereo not drawn)	1.5	-2	9	11	1	112	-1.6	19	-5
O=C(CN1CCCC1)Nc1ccc(F)c(Cl)c1	-1.6	12	6	2	-4	112	0.4	1	-1
COCCCNC(=O)c1cc2c(=O)n3cccc(C)c3nc2n(C(C)C)c1=N	13*	16	9	-1	5	97	-4.3	48	4
c1csc(-c2nc3ccccc3s2)c1	-2.0	19	-10	5	-14	110	-3.1	18	12
CCCCCn1c(=O)c2ccccc2n2c(=S)[nH]nc12	-3.9	-4	-14	8	18	104	0.4	0	14
CCOC(=O)c1cc(-c2csc(COc3ccc(Cl)cc3)n2)on1	-2.6	6	-2	-18	5	93	-0.4	16	-10
CCCCc1c(O)nc2n(c1=O)CCS2	-0.7	-7	-11	1	7	93	-5.9	-11	-1
O=C(N1CCOCC1)N1CCN(S(=O)(=O)c2ccc(Cl)cc2)C1	-1.2	10	-7	5	7	101	-1.5	5	-5
COCCNC(=O)CCc1nnc(C2(c3ccc(Cl)cc3)CCC2)o1	-3.3	-1	-13	-8	0	93	-2.6	19	4
Cc1c(C(=O)NCC2CCCO2)sc2nc(-c3ccccc3)cn12 (stereo not drawn)	-0.8	-23	-18	8	7	103	-3.8	-5	-5
COc1cc2c(c(O)c1OC)C(=O)C(OC)CCC2 (stereo not drawn)	-1.5	11	-5	4	14	106	-0.2	31	0
Cc1cccc2cc(CN(CC3CCCO3)C(=O)c3ccncc3)c(=O)[nH]c12 (stereo not drawn)	-3.5	19	-15	-1	4	96	-4.9	2	2
O=C(NC1CCCCCC1)C(=S)N1CCCC1	-0.4	2	-2	3	-1	105	-0.8	5	-1
COc1nc(Nc2ccc(C(C)=O)cc2)nc(OC)n1	-0.7	5	-6	-5	9	98	-2.6	1	-3
CCC(C)NC(=O)C1c2ccccc2C(=O)N1Cc1ccc(OC)cc1OC (stereo not drawn)	-3.1	-1	-2	4	-1	102	-2.5	11	-10
COc1ccc2[nH]c(=O)c(CN(Cc3cccnc3)Cc3nnnn3CC3CCCO3)cc2c1 (stereo not drawn)	-0.5	·	-21	2	-4	100	-1.4	-4	9
NNC(=O)c1ccc(COCC(F)(F)C(F)F)cc1	-1.0	15	-15	-4	-7	98	-0.5	16	-6
CCCCc1cc(=O)oc2cc(OCC(=O)N3C[C@H]4C[C@@H](C3)c3cccc(=O)n3C4)ccc12	-0.5	-3	-36	4	2	102	-2.3	0	0
O=C(OC1CCOC1=O)c1ccc(-c2nc3ccccc3s2)s1 (stereo not drawn)	-2.0	5	-3	2	1	105	-1.3	21	-9
CC(C)(C)C(=O)NC1CCN(CC(=O)Nc2ccc3c(c2)OCO3)CC1	-1.4	22	-7	1	-3	96	-2.1	9	-6
COC(=O)c1ccc(Sc2nnnn2-c2ccccc2)c([N+](=O)[O-])c1	0.5	10	3	8	-3	109	-0.2	34	12
Cc1ccc(S(=O)(=O)Nc2ccccc2N2CCOCC2)cc1	-1.8	8	-32	1	3	96	-2.3	-9	8
CN1C(=O)c2ccccc2N(C)C1c1ccccc1Cl (stereo not drawn)	-3.4	11	-14	7	8	102	-2.7	21	4
CCCCNC(=O)c1ccc(C)c(NC(=O)C2=C(C)OCCS2)c1	0.1	37	-10	3	-3	106	-0.7	-5	-3
COCCCNC(=O)Cn1cc2c(n1)CCCCC2	-0.2	31	-6	4	6	102	-3.8	-14	3
S=c1nc(-c2ccccc2)n(Cc2cccnc2)c2c1CCCC2	0.2	17	-9	-2	-13	103	-0.6	12	0
CCC(=O)N1CCc2cc(S(=O)(=O)N3CCN(c4ccccn4)CC3)ccc21	-2.2	-41	-9	7	-1	109	-3.7	7	9
COc1cc(CNCCN2CCOCC2)ccc1OCc1cccc(Cl)c1	1.3	9	24	16	-5	117	-3.3	12	0
Oc1c(Cl)cc(Cl)cc1C1Nc2ccccc2-n2cccc21 (stereo not drawn)	-1.6	20	-2	-10	-2	88	-2.4	11	-10
COc1ccc(/C=N/NC(=O)c2nc(-c3ccccc3)n(-c3ccccc3)n2)c(O)c1	-3.4	0	-13	2	-11	103	-5.0	-11	1
CCOC(=O)NC(=S)Nc1ccc(C(C)(C)C)cc1	-3.7	·	-18	-1	4	98	-4.2	5	-14
COCCn1c(=N)c(S(=O)(=O)c2ccc(Br)cc2)cc2c(=O)n3ccccc3nc21	3.0	16	2	-3	7	96	-1.3	·	-2
COCCCC1CCN(C(=O)C2CCC(=O)N(C3CCCC3)C2)CC1 (stereo not drawn)	-1.4	9	-25	4	2	108	-2.3	4	-5
Brc1ccc(-c2cnc3n2CCCC3)cc1	-1.7	39	1	4	-4	102	-2.2	-5	-7
CCc1cccc(CC)c1NC(=O)CN1CC(C)SC1=NC1CCCCC1 (stereo not drawn)	-0.3	8	14	11	-17	123	-1.7	4	-11
CS(=O)(=O)c1nc(S(=O)(=O)c2ccc(Cl)cc2)c(NCCN2CCOCC2)s1	-2.8	19	-19	0	-6	101	-3.5	11	1
Cc1[nH]c2c(Cl)cccc2c(=O)c1CN1CCCCCC1	-3.2	11	-11	20	19	107	-1.3	18	15
CN(C)C=NC(=O)c1[nH]c2ccc(Cl)cc2c1-c1ccccc1	-0.8	4	-18	10	-26	103	-4.0	7	1
Cc1ccccc1NS(=O)(=O)c1cc(C(=O)N2CCc3ccccc3C2)ccc1C	-2.3	9	-32	·	-12	·	-2.3	15	4
COc1ccccc1C1OC2=C(Nc3ccc([N+](=O)[O-])cc3N2)C1=O (stereo not drawn)	-1.1	15	1	4	-8	99	-2.0	17	1
O=C(OCC(=O)N1CCCc2ccccc21)c1cccc(S(=O)(=O)N2CCc3ccccc32)c1	-0.6	26	1	1	-4	90	-2.0	8	-5
Cc1ccc(S(=O)(=O)NCC(=O)N(CC(=O)NCc2ccc(F)cc2)CC2CCCO2)cc1 (stereo not drawn)	-2.0	-1	-34	0	4	92	-0.8	1	4
Cc1cc(C)nc(Nc2ccc(N3CCCC3)cc2)n1	-4.0	27	-2	0	-3	96	-29	1	-2

Ordered by length of the SMILES (highest first): part of the list above
SMILES	VIM-2 inhibitor	NALP1 inh	FID counter	MEKK2 mut-MEK5	HCV NS3 hel inh	MEKK2wt PB1 HTS	IMP-1 inhibitor	UBC9 SUMO inh	M18AAP inhibitor
O=C(OCC(=O)N1CCCc2ccccc21)c1cccc(S(=O)(=O)N2CCc3ccccc32)c1	-0.6	26	1	1	-4	90	-2.0	8	-5
Cc1ccc(S(=O)(=O)NCC(=O)N(CC(=O)NCc2ccc(F)cc2)CC2CCCO2)cc1 (stereo not drawn)	-2.0	-1	-34	0	4	92	-0.8	1	4
COc1ccc(/C=N/NC(=O)c2nc(-c3ccccc3)n(-c3ccccc3)n2)c(O)c1	-3.4	0	-13	2	-11	103	-5.0	-11	1
CS(=O)(=O)c1nc(S(=O)(=O)c2ccc(Cl)cc2)c(NCCN2CCOCC2)s1	-2.8	19	-19	0	-6	101	-3.5	11	1
CCC(=O)N1CCc2cc(S(=O)(=O)N3CCN(c4ccccn4)CC3)ccc21	-2.2	-41	-9	7	-1	109	-3.7	7	9
COc1ccccc1C1OC2=C(Nc3ccc([N+](=O)[O-])cc3N2)C1=O (stereo not drawn)	-1.1	15	1	4	-8	99	-2.0	17	1
CN(C)C=NC(=O)c1[nH]c2ccc(Cl)cc2c1-c1ccccc1	-0.8	4	-18	10	-26	103	-4.0	7	1
COCCCC1CCN(C(=O)C2CCC(=O)N(C3CCCC3)C2)CC1 (stereo not drawn)	-1.4	9	-25	4	2	108	-2.3	4	-5
COc1cc(CNCCN2CCOCC2)ccc1OCc1cccc(Cl)c1	1.3	9	24	16	-5	117	-3.3	12	0
Oc1c(Cl)cc(Cl)cc1C1Nc2ccccc2-n2cccc21 (stereo not drawn)	-1.6	20	-2	-10	-2	88	-2.4	11	-10
Cc1[nH]c2c(Cl)cccc2c(=O)c1CN1CCCCCC1	-3.2	11	-11	20	19	107	-1.3	18	15
CCOC(=O)NC(=S)Nc1ccc(C(C)(C)C)cc1	-3.7	·	-18	-1	4	98	-4.2	5	-14
Cc1cc(C)nc(Nc2ccc(N3CCCC3)cc2)n1	-4.0	27	-2	0	-3	96	-29	1	-2
Brc1ccc(-c2cnc3n2CCCC3)cc1	-1.7	39	1	4	-4	102	-2.2	-5	-7

Compound activity deposited in PubChem by several laboratories.
